ARNT-TACC3 inh = disruptors of human ARNT/TACC3 interaction; hit rate 0.66% among 390,000; inhibition, % at 9.99 µM; Q9Y6A5; AID 623870; AlphaScreen His-ARNT PAS-B/GST-TACC3 binding, luminescence; TACC3 fragment carries E629A point mutation;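 active means mean inhibition of replicates at least 50% and at least half of replicates each reaching 50%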;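 further: 0% = complete ARNT plus TACC3 wells and 100% = ARNT alone without TACC3; many hits fall short of the cut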
PglD inh = blocks C. jejuni PglD acetyltransferase activity; purified PglD enzyme, DTNB colorimetric CoA detection; inhibition, % at 12.5 µM; hit rate 0.098% among 360,000; AID 602405; in the data active means inhibition above about 16%, passing the limit was not always enough; further: strong numbers were not always called active
RAD54 branch = blocks human RAD54 Holliday junction branch migration; Q92698; FAM/BHQ fluorescence; inhibition, % at 10.4 µM; hit rate 0.14% among 360,000;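 active means mean normalized replicate activity at least 40 and at least half of replicates scoring 40 or more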;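 further: 0% = median of neutral control wells and 100% = median of positive control wells; inhibitors cause a drop in the FAM fluorescence signal; in these data hits start at about 50%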
Target sequence (Q92698 whole entry, looked up): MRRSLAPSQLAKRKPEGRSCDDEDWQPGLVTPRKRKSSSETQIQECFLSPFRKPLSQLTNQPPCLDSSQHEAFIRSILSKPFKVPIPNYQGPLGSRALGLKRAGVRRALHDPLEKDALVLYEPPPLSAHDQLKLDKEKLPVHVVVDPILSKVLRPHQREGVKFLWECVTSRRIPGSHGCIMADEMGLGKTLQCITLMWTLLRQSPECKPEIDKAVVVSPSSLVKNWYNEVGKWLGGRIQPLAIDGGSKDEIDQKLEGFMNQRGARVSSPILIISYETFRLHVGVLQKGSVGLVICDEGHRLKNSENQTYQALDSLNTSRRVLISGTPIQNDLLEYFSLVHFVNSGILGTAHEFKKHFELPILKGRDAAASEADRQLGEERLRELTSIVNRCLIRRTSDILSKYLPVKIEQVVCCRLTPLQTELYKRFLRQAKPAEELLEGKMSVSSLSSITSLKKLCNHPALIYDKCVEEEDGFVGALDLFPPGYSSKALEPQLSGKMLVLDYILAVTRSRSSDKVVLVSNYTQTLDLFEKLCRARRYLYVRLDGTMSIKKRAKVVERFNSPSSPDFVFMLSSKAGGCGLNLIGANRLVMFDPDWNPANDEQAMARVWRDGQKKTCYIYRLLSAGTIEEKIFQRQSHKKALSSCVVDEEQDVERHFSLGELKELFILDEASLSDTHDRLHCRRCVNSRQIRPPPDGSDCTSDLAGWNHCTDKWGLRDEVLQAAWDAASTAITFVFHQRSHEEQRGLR
Numbers without * were called inactive. A portion of the library; rates above refer to the full screens.

SMILES	ARNT-TACC3 inh	PglD inh	RAD54 branch
Cn1c(=O)c2c(nc(NCc3cccnc3)n2Cc2ccc(Cl)cc2)n(C)c1=O	4	-3	-8
CCOc1cc(C2CC(=O)NC3=C2C(=O)C(C(=O)OC)C(C)C3)cc(Cl)c1O (centres undefined)	-3	-2	3
CCN(CC)CCNC(=O)c1cc(Sc2nnc(C)s2)nc2ccccc12	-2	4	37
O=C1CC(N(CCc2ccccc2)C(=S)Nc2cc(Cl)ccc2Cl)C(=O)N1c1c(Cl)cccc1Cl (centres undefined)	-1	-1	-1
COCCCNCC1C(Oc2ccc(Cl)cc2)C(=O)N1c1ccccc1C (centres undefined)	17	-2	12
O=C(N/N=C/c1ccc2c(c1)OCO2)c1ccc(COCC(F)(F)C(F)F)cc1	4	5	8
CN(Cc1ccccc1)c1nc2c(c(=O)n(C)c(=O)n2C)n1CCCc1ccccc1	3	3	-2
CN(C)c1ccc(/C=C2\SC(=O)N(CC(O)Cn3c4ccccc4c4ccccc43)C2=O)cc1 (centres undefined)	-3	2	-1
CCOc1ccc(NC(=S)NN2C(C)CCCC2C)cc1 (centres undefined)	1	2	-1
CCCOC(=O)/C(=C\c1ccc([N+](=O)[O-])o1)NC(=O)c1ccccc1	-2	-5	-4
S=c1[nH]nc([C@@H]2C[C@H]2c2ccccc2)n1-c1ccccc1	0	4	-13
Cc1[nH]c2ccccc2c1C(c1ccccn1)c1c(C)[nH]c2ccccc12	25	-2	4
Cc1cc(C)cc(CC2CC(=O)N(c3nc(C)cc(C)n3)C2=O)c1 (centres undefined)	7	3	0
CC(C)Cc1nc2n[nH]c(N)c2c2c1CCC2	24	-4	6
N#Cc1ccccc1Cn1c(=O)n(C2CCCC2)c(=O)c2ccccc21	-1	5	-3
CCCc1nnc(SCc2ccc(OC)cc2)n1N	-1	6	3
Cc1noc(C)c1COC(=O)[C@H](C)NS(=O)(=O)c1ccc(Cl)c(Cl)c1	-4	-4	-3
CCN1c2cccc3cccc(c23)S1(=O)=O	2	3	-8
CC(=O)OCCNC(=O)c1cc2ccccc2oc1=O	-4	-1	-3
CCC(C(=O)OCC(=O)Nc1cc(Cl)ccc1Cl)c1ccccc1 (centres undefined)	-2	-3	-5
COc1ccc(/C=N/OCC(=O)NC(c2ccccc2)c2ccccc2)c(OC)c1	4	8	-28
COc1ccc(C2C(C#N)=C(/N=C/N3CCOCC3)OC3=C2C(=O)CC(C)(C)C3)cc1OC (centres undefined)	-3	4	-3
CCOC(=O)c1cc(-c2ccccc2)sc1NC(=O)c1cc(OC)c(OC)c(OC)c1	-6	4	1
OCCCN1CCN(CCCOc2ccccc2-c2ccccc2)CC1	-2	2	-3
COc1ccc(/C=N/NC(=O)CNC(=O)c2ccc(S(=O)(=O)N3CCOCC3)cc2)cc1OC	-3	-7	3
O=C(Nc1cc(SCCO)cc([N+](=O)[O-])c1)c1ccco1	-8	-6	4
COc1ccc(NC(=O)c2cccc(-n3cnnn3)c2)cc1	-8	-3	-15
CC(C)(NO)/C(=N\O)c1ccccc1	0	-4	7
CCOC(=O)CSc1cc(=O)n(C)c2cc(Cl)ccc12	0	-2	-3
Cc1cc(C)cc(N(CC(=O)N/N=C/c2ccncc2)S(=O)(=O)c2ccccc2)c1	-4	-3	4
CCOC(=O)c1c(C)[nH]c(C)c1C(=O)Cn1nnc(-c2ccccc2C)n1	2	4	-1
CC(C)n1nc(C(=O)Oc2ccc(Cl)cc2)c2ccccc2c1=O	-3	0	-2
CC(C)C(=O)NC(c1cccs1)c1cc([N+](=O)[O-])c2cccnc2c1O (centres undefined)	60*	3	-4
Cc1cc(=O)oc2cc(OCC3CC(c4ccc(N(C)C)cc4)=NO3)ccc12 (centres undefined)	1	3	-2
COc1cc(C2=NOC(C(=O)NCc3ccco3)C2)cc(OC)c1OC (centres undefined)	-1	2	-2
COc1ccc(NS(=O)(=O)c2ccc(NC(=S)NC(=O)c3cccc(F)c3)cc2)nn1	7	-7	8

Fetched by structure from the entries so far:
SMILES	ARNT-TACC3 inh	PglD inh	RAD54 branch
CC(C)(NO)/C(=N\O)c1ccccc1	0	-4	7
CC(C)n1nc(C(=O)Oc2ccc(Cl)cc2)c2ccccc2c1=O	-3	0	-2
Cc1cc(=O)oc2cc(OCC3CC(c4ccc(N(C)C)cc4)=NO3)ccc12 (centres undefined)	1	3	-2
O=C(Nc1cc(SCCO)cc([N+](=O)[O-])c1)c1ccco1	-8	-6	4
COc1ccc(NS(=O)(=O)c2ccc(NC(=S)NC(=O)c3cccc(F)c3)cc2)nn1	7	-7	8

(listing goes on)
SMILES	ARNT-TACC3 inh	PglD inh	RAD54 branch
COc1ccc(CNc2nc3ccccc3n2CCN2CCOCC2)cc1	-8	-3	-11
Cc1ccc(S(=O)(=O)N2CCN(C(=O)CSc3nnnn3C)C2)cc1	-1	10	0
O=C(Nc1cccc(F)c1)c1cc(S(=O)(=O)NCCC2=CCCCC2)ccc1F	-29	6	2
CCOc1ccc(/C=C2/C(=O)N(c3ccc(OC)cc3)C(=S)N2CC(=O)OC)cc1OCC	4	-5	0
C/C(=N\NS(=O)(=O)c1ccccc1)c1cccc(NC(=O)c2cccc(Cl)c2)c1	0	1	5
O=C(CN1C(=O)CSc2cc(S(=O)(=O)N3CCCCCC3)ccc21)NCCc1ccccc1	-1	-1	-1
CC1=CSC2=NC(=O)/C(=C\c3cccn3-c3ccccc3)C(=N)N12	2	-5	-4
Cc1cc(C)cc(C(=O)NC(=S)Nc2ccc3[nH]c(=O)[nH]c3c2)c1	28	2	-1
CCOc1nnnc2c1sc1nc(N3CCOCC3)c3c(c12)CCCC3	0	-5	9
Cc1cc(=O)n2nc(N3CCC(C(=O)NCc4cccnc4)CC3)sc2n1	-4	5	2
O=C(C1CC1)N1CCCCN2[C@H](C1)[C@H](c1ccc(-c3ccncc3)cc1)[C@@H]2CO	1	-1	1
CCN1C=C(Cc2ccc(F)cc2)C2=C(C1)C(c1ccc(F)cc1)C(C#N)=C(N)O2 (centres undefined)	43	2	-15
O=C(NC1CCCC1)C(c1ccncc1)N(CC1CCCO1)C(=O)Cn1nnc(-c2cccs2)n1 (centres undefined)	1	-1	7
Cc1cc(C)n(-c2nncn2/N=C/c2ccccc2F)n1	6	-3	3
COCc1cc(=O)[nH]c(Sc2c(-c3ccccc3)c3ccc(Cl)cc3[nH]c2=O)n1	-2	-1	-23
COc1ccc(Cc2nnc(NC(=O)CSc3ccccc3)s2)cc1OC	-5	-4	-3
O=C(COc1ccc(Cl)cc1Cl)NCCCn1ccnc1	0	3	10
COC(=O)C1C(=O)CC(C)(O)C(C(=O)OC)C1/C=C/c1ccccc1 (centres undefined)	-2	-2	-4
CCCn1nc(NC(=O)c2ccco2)c2cc3ccc(C)cc3nc21	-19	5	11
Cc1cccc(N2CCN(C(c3ccc(N(C)C)cc3)c3nnnn3C(C)(C)C)CC2)c1C (centres undefined)	1	-1	11
COC(=O)c1sccc1NC(=O)c1cc(OC)cc(OC)c1	2	0	-2
CC(NC(=O)CC1SC(N)=NC1=O)c1ccccc1 (centres undefined)	-10	7	2
COC(=O)C1C(=O)C=C(Nc2ccc(F)cc2)CC1c1ccc(OC)cc1 (centres undefined)	-3	-1	4
Cc1occc1C(=O)NCCCCc1ccccc1	-2	-4	-4

Printed as active in ARNT-TACC3 inh, of those listed so far:
Molecule,ARNT-TACC3 inh,PglD inh
CC(C)C(=O)NC(c1cccs1)c1cc([N+](=O)[O-])c2cccnc2c1O (centres undefined),60*,3

Additional entries
SMILES	ARNT-TACC3 inh	PglD inh	RAD54 branch
O=C1CSC(c2ccc(F)cc2)N1c1nc2ccccc2s1 (centres undefined)	0	0	5
CCCn1nc(C(=O)N2CC(=O)Nc3ccccc32)c2ccccc2c1=O	-5	1	1
COc1cc(C2C(C#N)=C(N)N(c3sc4c(c3C#N)CCCC4)C3=C2C(=O)CC(C)(C)C3)cc(OC)c1OC (centres undefined)	1	4	4
CCCC1=Nc2cc(C(=O)NCCCOCC)ccc2Sc2ccccc21	2	0	-3
CC(=O)Nc1cc(C(=O)NCc2ccco2)ccc1Sc1ccc(C)cc1	-4	-7	9
Cc1ccc(-c2csc(NC(=O)CSc3nc4ccccc4o3)n2)cc1	8	-2	-2
CNc1oc(C)nc1S(=O)(=O)c1ccc(C)cc1	-5	-5	-10
O=C(Nc1ccc(Cl)cc1F)C1CCN(S(=O)(=O)c2cccnc2)CC1	-7	1	-6
O=C(/C=C/c1cccc2ccccc12)c1ccncc1	5	-5	0
O=C(Cn1nnc(-c2ccccc2)n1)Nc1ccc2c(c1)OCO2	-1	1	-2
CCOc1ccc(C2CC(=O)NC3=C2C(=O)CCC3)cc1 (centres undefined)	-3	2	-9
CCN1c2ccccc2N(C)C1(C)c1ccccc1 (centres undefined)	64*	1	-12

Single records, from the list above.
`COc1ccc(/C=N/OCC(=O)NC(c2ccccc2)c2ccccc2)c(OC)c1` across the screens: ARNT-TACC3 inh = 4; PglD inh = 8; RAD54 branch = -28
`O=C(/C=C/c1cccc2ccccc12)c1ccncc1` across the screens: ARNT-TACC3 inh = 5; PglD inh = -5; RAD54 branch = 0
`CCOc1ccc(C2CC(=O)NC3=C2C(=O)CCC3)cc1` (centres undefined) across the screens: ARNT-TACC3 inh = -3; PglD inh = 2; RAD54 branch = -9

More results:
SMILES	ARNT-TACC3 inh	PglD inh	RAD54 branch
Cc1sc(NC(=O)COc2ccccc2)c(C#N)c1-c1ccccc1	-3	6	-1
Cc1cccc(C)c1Nc1c(-c2ccsc2)nc2ncccn12	6	-10	-5
COc1cc(NC(=O)c2ccc(C)cc2)c(OC)cc1NC(=O)CN1CCCCC1	6	2	6
O=C(NCCCN1CCOCC1)C(=O)N/N=C/c1c2ccccc2cc2ccccc12	0	-2	-6
CCOC(=O)c1c(-c2cccs2)csc1NC(=O)C(C)(C)C	15	-4	-13
O=S(=O)(Nc1ccccc1)c1ccc(F)cc1	-2	-3	-8
CCc1ccc(NC(=O)C(C)Nc2ccc(S(=O)(=O)NC(C)=O)cc2)cc1 (centres undefined)	-27	-5	0
CCC(C)c1ccc(OCCn2cc(/C=N/NC(=O)CSc3nnc(C)s3)c3ccccc32)cc1 (centres undefined)	1	-1	-5
CC12CCC(c3c(C(=O)O)nn(-c4ccc(F)cc4)c31)C2(C)C (centres undefined)	-6	1	-5
Cc1nc2ncnn2c(Nc2ccc3c(c2)OCO3)c1Cc1ccccc1	-10	0	3
O=C1NC(c2cccnc2)C(C(=O)c2cccs2)C(O)(C(F)(F)F)N1 (centres undefined)	2	-5	11
Cc1cccc(NC(=O)CN2C(=O)NC(C)(c3ccc4c(c3)OCO4)C2=O)c1 (centres undefined)	-5	0	-1
O=C(COC(=O)c1cnccn1)NCCc1ccccc1	1	5	-7
O=C(NCc1ccccc1)Nc1cccn(Cc2ccccc2F)c1=O	0	-6	-4
O=C(NC(C(=O)c1ccccc1)N1CCOCC1)c1ccccc1 (centres undefined)	0	9	10
COc1cccc(/C=C(/C#N)c2ccc(F)cc2)c1OCc1cccc(C(=O)O)c1	-3	-1	-8
O=C(CCN1CCN(C/C=C/c2ccccc2)CC1)Nc1ccccc1	5	7	3
CCCCNC(=O)CO/N=C(\C)c1cc2ccccc2o1	0	-4	-9
O=C(NNS(=O)(=O)c1ccccc1C(F)(F)F)c1cccc(S(=O)(=O)Nc2ccccc2Cl)c1	8	-5	3
O=C(NCc1ccco1)C(c1ccco1)N(Cc1cccs1)C(=O)Cn1nnc2ccccc21 (centres undefined)	-50	0	-1
C=CCNc1nc(-c2cc3ccccc3o2)cs1	-7	1	-3
CCOc1ccc(C(=O)Nc2ccc3c(c2)OCO3)cc1OCC	25	-7	0
Cc1ccccc1-n1c(-c2csc3ccccc23)n[nH]c1=S	-26	1	-2
CC(C(=O)O)N1C(=O)/C(=C/C=C/c2ccco2)SC1=S (centres undefined)	7	0	18
CN(C)c1cc[n+](CCC(=O)Nc2cccc([N+](=O)[O-])c2N)cc1	-2	-1	3
COc1ccc(-c2noc(-c3ccc4c(c3)OCO4)n2)cc1	-6	-1	-5
COc1ccc(C(=O)/C=C(/C)N(C)C)cc1	29	1	-12
O=C(CSc1ccc(-c2ccco2)nn1)NCc1ccccc1Cl	-1	9	0
COC(=O)c1cc(NC(=O)CN(c2ccc(OC)cc2)S(=O)(=O)c2ccc(F)cc2)ccc1Cl	-5	-4	2
O=C(Nc1ccc(N2CCN(C(=O)c3ccco3)CC2)cc1)c1ccccc1F	-8	3	-1
Cc1cccc(NS(=O)(=O)c2cc3c4c(c2)CCN4C(=O)CC3)c1C	-2	4	1
Cc1nn(Cc2ccc(Cl)cc2)c(C)c1NC(=O)CCCn1nc([N+](=O)[O-])c(Cl)c1C	-2	2	-3
O=C1c2cc(Cl)ccc2OC2(CCNCC2)C12CC(c1ccc(Cl)cc1)=NO2 (centres undefined)	10	2	-3
Cc1c(C(=O)Nc2ccccc2[N+](=O)[O-])csc1-c1ccccc1	3	2	3
Cc1c(C(N)=O)sc(N)c1C(=O)OC(C)C	5	0	-6
Cc1ccc(C2=C(CC(=O)O)C(=O)CC2)cc1	1	-1	-19
c1cncc(-c2nnc(C3CCCCC3)o2)c1	-10	-5	-3
CCCCNCCOCCOc1ccc(C)cc1Br	-1	-128	2
O=C(Nc1cccc(Cl)c1)OCc1cnc(Cl)s1	0	1	-1
COc1ccc(-c2[nH]c(-c3ccc4c(c3)OCO4)nc2-c2ccccc2)cc1	5	0	-4

Screening results: PubChem BioAssay, Broad Institute
